Assay outcomes from PubChem.
hERG rescue: hERG (human) protection from proarrhythmic block. Q12809. CHO-hERG, FluxOR thallium flux, dofetilide IC70 present. activation (rescue from dofetilide block), less the hit threshold, % at 10 µM. 310,000 compounds, 0.51% hits;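 active = activation above the mean of controls blocked by dofetilide plus 5 SD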;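 also: thallium influx through hERG after potassium depolarization seen as dye fluorescence rise; in these data hits start at about 4.7%; inactives centre near -7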
KCNK9 inh: blocks the human KCNK9 two-pore domain potassium channel; 310,000 compounds, 1.2% hits; B-score at 10 µM; HEK293 KCNK9, FluxOR thallium flux fluorescence; stronger effect = lower value; Q9NPC2;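 active = ratio B-score over 3 SD below the library mean, with starting fluorescence within 5 SD of its mean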;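 also: negative B-score means less thallium flux so channel inhibition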
Target sequence (Q9NPC2 whole entry, looked up, the tested form may be a part): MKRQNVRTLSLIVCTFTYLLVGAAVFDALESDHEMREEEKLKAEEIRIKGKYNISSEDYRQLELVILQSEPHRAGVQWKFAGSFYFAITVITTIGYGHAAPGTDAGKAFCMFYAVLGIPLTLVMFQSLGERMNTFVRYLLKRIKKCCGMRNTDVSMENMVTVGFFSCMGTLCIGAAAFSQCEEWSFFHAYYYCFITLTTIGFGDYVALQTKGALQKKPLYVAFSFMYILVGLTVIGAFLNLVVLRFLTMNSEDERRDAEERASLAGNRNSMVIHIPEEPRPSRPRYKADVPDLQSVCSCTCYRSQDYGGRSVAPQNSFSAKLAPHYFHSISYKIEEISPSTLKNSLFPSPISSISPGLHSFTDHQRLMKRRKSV
KCNQ1 block: human KCNQ1 channel inhibition. B-score at 10 µM. 310,000 compounds, 1.3% hits. CHO-K1 KCNQ1, FluxOR thallium flux fluorescence; stronger effect = higher value. P51787;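 active = compounds whose thallium flux B-score, printed positive for inhibition, exceeds three library SD while starting fluorescence stays within three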;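 also: channel opened by potassium depolarization with thallium stimulus after 20 min compound exposure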
TMEM16A act: activators or potentiators of mouse TMEM16A chloride channel. AID 623877. HEK293 TMEM16A/YFP-H148Q/I152L, iodide quench fluorescence; stronger effect = lower value. 340,000 compounds, 0.3% hits. Q8BHY3. B-score at 10 µM;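 active = fluorescence-ratio B-score plate-corrected deviation score at least 3 library SD below zero, with starting fluorescence score within 5 deviations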;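 also: channel opened by trigger with iodide after compound preincubation; score built on the fluorescence ratio of max minus min over baseline; more negative score means more quench and so TMEM16A activation or potentiation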
KCNK3 block: human KCNK3 channel inhibition, primary screen | 340,000 compounds, 0.84% hits | CHO-KCNK3 thallium flux, FluxOR fluorescence; stronger effect = lower value | O14649 | B-score at 10 µM;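 active = B-score under library mean minus 4 SD, starting fluorescence ratio at most library mean plus 5 SD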;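 also: more negative B-score means stronger inhibition of thallium flux through KCNK3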
Target sequence (O14649 whole entry, looked up): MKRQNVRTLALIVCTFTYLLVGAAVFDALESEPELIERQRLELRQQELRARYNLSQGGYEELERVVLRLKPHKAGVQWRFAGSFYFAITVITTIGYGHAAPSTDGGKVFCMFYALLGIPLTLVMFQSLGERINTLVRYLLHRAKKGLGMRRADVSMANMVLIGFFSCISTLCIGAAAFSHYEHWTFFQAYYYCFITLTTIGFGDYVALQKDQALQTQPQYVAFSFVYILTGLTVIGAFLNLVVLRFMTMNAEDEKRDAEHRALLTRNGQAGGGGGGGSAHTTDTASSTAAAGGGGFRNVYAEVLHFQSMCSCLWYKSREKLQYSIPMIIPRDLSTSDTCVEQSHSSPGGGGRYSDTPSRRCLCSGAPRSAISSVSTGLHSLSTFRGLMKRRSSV
KCNQ1 pot: potentiators or activators of human KCNQ1 potassium channel; 310,000 compounds, 0.35% hits; CHO-K1 KCNQ1, thallium flux FluxOR fluorescence; stronger effect = higher value; B-score at 10 µM; P51787;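 active = fluorescence ratio B-score, a plate-corrected score, at least three library SD, with initial intensity B-score within 5 SD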
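Medium – assay buffer, equal DMSO in all wells · Material – CHO-K1 cell line with stable KCNQ1 potassium channel expression · Signal – kinetic FluxOR thallium fluorescence, 10-s 1-Hz baseline, 110-s post-stimulus read · Compound – single concentration per compound, DMSO matched to controls · Schedule – 37 °C overnight plating, 90-min dark dye load, 20-min compound pretreatment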
MrgX1 agonist: agonists of human MrgX1 receptor; Q96LB2; MrgX1-HEK293 cells, Fluo-4 calcium fluorescence, agonist mode; stronger effect = higher value; B-score at 10 µM; 310,000 compounds, 0.44% hits; AID 588627;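 active = calcium response B-score plate-corrected fluorescence ratio at least 3 library SD, with starting fluorescence B-score inside 5 SD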
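times = overnight plating, then 30 min 37 °C plus 30 min room-temperature dye loading | assay system = stable human MrgX1 HEK293 cell line | input = fifteen thousand cells per well | signal = kinetic calcium dye fluorescence, Fluo-4 NW | dosing = compound delivered in addition one of three | read-out = B-scored fluorescence response ratio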
MrgX1 PAM: human MrgX1 positive allosteric modulation, primary screen | MrgX1-HEK293, Fluo-4 calcium flux, FDSS; stronger effect = higher value | 310,000 compounds, 0.63% hits | B-score at 10 µM | AID 588675 | Q96LB2;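 active = plate-corrected calcium response at least 3 library SD above typical, normal starting fluorescence, not activating the receptor alone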;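 also: compound read alongside a low EC10 to EC30 dose of BAM8-22 agonist; peak minus trough fluorescence over baseline measured at the second addition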
ANO1 block: blocks the mouse calcium-activated chloride channel TMEM16A. Q8BHY3. HEK293 TMEM16A/YFP iodide influx fluorescence, ionomycin. normalized B-score (activity score, 25-100; higher = stronger inhibition) at 10 µM. 310,000 compounds, 1.2% hits;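 active = ratio plate-corrected score three or more library SD toward inhibition, starting fluorescence score within five deviations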;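 also: score derived from kinetic fluorescence span divided by baseline fluorescence per well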
RGS4 block: human RGS4 inhibition. B-score at 10 µM. HEK293 M3R/RGS4 inducible, Fluo-4 calcium flux; stronger effect = higher value; triggered by carbachol at its EC20. 310,000 compounds, 0.45% hits. P49798;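 active = B-score, a plate-corrected calcium signal, over three deviations above library mean, with baseline fluorescence within five deviations of library mean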;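 also: RGS4 expression induced by doxycycline in cells with stable M3 receptor; B-score is computed from the integrated fluorescence ratio over baseline after carbachol; higher B-score means a larger calcium signal and so more RGS4 inhibition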
Target sequence (P49798 whole entry, looked up): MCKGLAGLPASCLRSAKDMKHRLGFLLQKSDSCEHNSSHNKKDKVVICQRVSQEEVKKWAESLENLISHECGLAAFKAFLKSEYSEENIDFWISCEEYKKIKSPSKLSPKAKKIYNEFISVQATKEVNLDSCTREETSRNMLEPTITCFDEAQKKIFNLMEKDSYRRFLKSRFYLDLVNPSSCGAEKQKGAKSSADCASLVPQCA
RGS4 act: RGS4 potentiation or activation; HEK293 M3R/inducible RGS4, carbachol calcium flux Fluo4; stronger effect = lower value; B-score at 10 µM; 310,000 compounds, 0.92% hits;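 active = B-score of the integrated calcium signal more than 4 SD below the library mean, with starting fluorescence not abnormally high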;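 also: negative B-score means reduced calcium response which marks RGS4 activation or potentiation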
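Assay system: HEK293 FlpIn-TREx cells, stable M3R, doxycycline-inducible RGS4 / Probe or stimulus: carbachol, ECmax concentration / Times: overnight RGS4 induction, 30 min dye load 37 °C, 20 min compound RT / Signal: kinetic calcium fluorescence imaging with Fluo4-AM dye, 2 µM / Measure: Agonist-evoked peak-minus-minimum fluorescence over baseline, integrated ratio, B score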
An asterisk follows results filed as active; i = inactive; . = no result given.

Each structure is followed by: KCNK3 block, MrgX1 PAM, hERG rescue, ANO1 block, KCNQ1 block, TMEM16A act, KCNK9 inh, MrgX1 agonist, KCNQ1 pot, RGS4 block, RGS4 act
1) O=C(Cn1c(=O)oc2ccccc21)Nc1n[nH]c(=S)s1
  i, i, -5, i, i, i, i, i, i, i, i
2) COc1ccccc1OCC(=O)NCCSCc1ccccc1Cl
  i, i, -10, i, i, i, i, i, i, i, i
3) Cc1cccc(C(=O)NCCC(=O)Nc2ccc(F)c([N+](=O)[O-])c2)c1
  i, i, -7, i, i, i, i, i, i, i, i
4) COc1ccc(NC(=S)N(CCN2CCOCC2)C2CCN(C(C)=O)CC2)cc1Cl
  i, i, -10, i, i, i, i, 69*, i, i, i
5) O=C(Cc1ccccc1F)Nc1ccccc1N1CCCC1
  -9.1*, i, -9, i, i, i, i, i, i, i, i
6) COc1ccc(NC(=O)c2ccc3c(c2)NC(=O)CS3)cc1S(=O)(=O)Nc1ccc(Br)cc1
  i, i, -15, i, i, i, i, i, i, i, i
7) O=C(Nc1ccc(-c2csc(Nc3cccc(C(F)(F)F)c3)n2)cc1)c1ccccc1
  i, i, -4, i, i, i, i, i, i, i, i
8) O=C(c1cccc(F)c1)N1CCN(Cc2ccc3c(c2)OCO3)CC1
  i, i, -9, i, i, i, i, i, i, i, i
9) Nc1cc(C(=O)O)ccc1N1CCCCCC1
  i, i, -5, i, i, i, i, i, i, i, i
10) COC(=O)Nc1ccc(S(=O)(=O)N2CCCC(C(=O)N3CC(C)OC(C)C3)C2)cc1 (centres undefined)
  i, i, -18, i, i, i, i, i, i, i, i
11) COc1ccc(C(CNC(=O)C(C)(C)Oc2ccc(Cl)cc2)N2CCCCC2)cc1 (centres undefined)
  i, i, -9, i, i, i, i, i, i, i, i
12) COC(=O)CNC(c1ccccc1)c1cc(Br)ccc1NC(=O)OCc1ccccc1 (centres undefined)
  i, i, -5, i, i, i, -18*, i, i, i, i
13) COc1ccc(C(=O)NNC2=Nc3cccc4cccc2c34)cc1
  i, i, -14, i, i, i, i, i, i, i, i
14) FC(F)(F)C(F)(F)C(F)(F)c1nnc2ccc(N3CCOCC3)nn12
  i, i, -9, i, i, i, i, i, i, i, i
15) CCOC(=O)C1=C(CN2CCN(C(=O)c3ccco3)CC2)NC(=O)NC1c1ccc(OC)cc1 (centres undefined)
  i, i, -7, i, i, i, i, i, i, i, i
16) O=C(Cn1ccc([N+](=O)[O-])n1)Nc1ccccn1
  i, i, -18, i, i, i, i, i, i, i, i
17) O=C(c1cccc(S(=O)(=O)N2CCc3ccccc32)c1)N1CCN(c2ccccn2)CC1
  i, i, -24, i, i, i, -10*, i, i, i, i
18) CSCC[C@H](NC(=O)[C@H]1CC[C@H](CNC(=O)[C@@H]2CCCN2)CC1)C(=O)O
  i, i, -3, i, i, i, i, i, i, i, i
19) CC1(c2cccc3ccccc23)NC(=O)N(CC(=O)NC2CCS(=O)(=O)C2)C1=O (centres undefined)
  i, i, -8, i, i, i, i, i, i, i, i
20) CCn1cc(C(=O)NC2CCCCCC2)c(=O)c2ccc(C)nc21
  i, i, -9, i, i, i, i, i, i, i, i
21) CC1=CC(C)(C)N2C(=O)C3(C(C#N)=C(N)OC4=C3C(=O)CC(C)(C)C4)c3cc(C)cc1c32 (centres undefined)
  i, i, -13, i, i, i, i, i, i, i, i
22) Cc1ccc(NC(=S)Nc2ccc(Br)cc2)cc1
  i, i, -4, i, 7*, i, i, i, i, i, i
23) S=c1[nH]nc(-c2cc(-c3ccsc3)n[nH]2)n1-c1cccc2ccccc12
  i, i, -7, i, i, i, i, i, i, 6.1*, i
24) CSc1cccc(NC(=S)N(CCC(C)C)C2CCN(C(C)=O)CC2)c1
  i, i, -7, i, i, i, i, i, i, i, i
25) COc1ccc(C(=O)COC(=O)CN2C(=O)C3C4CCC(C4)C3C2=O)cc1 (centres undefined)
  i, i, -8, i, i, i, i, i, i, i, i
26) CC(C)COC(=O)N1CCCC1C(=O)Nc1nccs1 (centres undefined)
  i, i, -4, i, i, i, i, i, i, i, i
27) O=C(NCc1ccccc1)c1ccc(C(=O)N(C2CCCCC2)C2CCCCC2)cc1
  i, i, -3, i, i, i, -8.9*, i, i, i, i
28) COc1ccccc1/C=C/c1nc(S(=O)(=O)c2ccccc2)c(N2CCC(C(N)=O)CC2)o1
  i, i, -3, i, i, i, i, i, i, i, i
29) CC(Sc1nc2ccccc2c(=O)n1C)C(=O)NC1CCCCC1C (centres undefined)
  i, i, -2, i, i, i, i, i, i, i, i
30) COc1ccc(/C=N/NC(=O)c2cc(-c3cccc(C)c3)nc3ccccc23)cc1O
  i, i, -11, i, i, i, i, i, i, i, i
31) COc1ccccc1N1CCN(C(=O)Cn2c(=O)[nH]c3ccsc3c2=O)CC1
  i, i, -11, i, i, i, i, i, i, i, i
32) O=C(Nc1ccccc1)C1C2/C=C\CCCCC21 (centres undefined)
  i, i, -5, i, i, i, i, i, i, i, i
33) O=C(Cc1ccc(Cl)cc1)NC(=S)Nc1ccccc1N1CCOCC1
  i, i, ., i, ., i, ., i, ., ., .
34) Cc1ccc(C(=O)Oc2ccc(N3C(=O)CCC3=O)c(C)c2)cc1
  i, i, -10, i, i, i, i, i, i, i, i
35) O=C(NNC(=O)c1ccc(O)c(Cl)c1)c1cccc(S(=O)(=O)N2CCOCC2)c1
  i, i, -8, i, i, i, i, i, i, i, i
36) CC1CC(C)CN(CCCNC(=O)CN2C(=O)c3cccnc3Oc3ccccc32)C1 (centres undefined)
  i, i, -8, i, i, i, i, i, i, i, i
37) Cc1ccc(C)c(NC(=O)Nn2cnnc2)c1
  i, i, -7, i, i, i, i, i, i, i, i
38) CC(=O)OC(C(=O)NC1CCCCC1)c1ccc(Cl)cc1 (centres undefined)
  i, i, -11, i, i, i, i, i, i, i, i
39) CCOC(=O)N1CCN(C(=O)c2ccc3c(c2)NC(=O)/C(=C\c2cccc(C)c2)S3)CC1
  i, i, -6, i, i, i, i, i, i, i, i
40) CNc1c(NS(=O)(=O)c2ccc(Cl)cc2)c(=O)oc2ccccc12
  i, i, -11, i, i, i, i, i, i, i, i
41) Cc1cc(N2CCCC2=O)cc(C)c1S(N)(=O)=O
  i, i, -2, i, i, i, i, i, i, i, i
42) O=C(NCc1cccs1)C1CCCN1C(=O)Nc1cccc(Cl)c1 (centres undefined)
  i, i, 0, i, i, i, i, i, i, i, i
43) CCN(CC(=O)Nc1c(F)cccc1F)C(=O)c1cccnc1SC
  i, i, -9, i, i, i, i, i, i, i, i
44) O=C(O)CCC(=O)Nc1ccc(Br)c(Cl)c1
  i, i, -10, i, i, i, i, i, i, i, i
45) CSc1ccccc1C(=O)Nc1ccccc1C
  i, i, -18, i, i, i, i, i, i, i, i
46) Clc1cccc(OCCOCCN2CCNCC2)c1Cl
  i, i, -2, i, i, i, i, i, i, i, i
47) Cc1noc(C)c1S(=O)(=O)N1CCCC(C(=O)N2CCC(C)CC2)C1 (centres undefined)
  i, i, 0, i, i, i, i, i, i, i, i
48) CN(Cc1ccccc1)C(=O)CCn1c(=O)oc2ccccc21
  i, i, -12, i, i, i, i, i, i, i, i
49) O=C(CN1C(=O)C(=O)c2ccccc21)OCN1C(=O)c2ccccc2C1=O
  i, i, -2, i, i, i, i, i, i, i, i
50) Cc1sc(NC(=O)C2CC=CCC2C(=O)O)c(C(=O)OC(C)C)c1C (centres undefined)
  i, i, -13, i, i, i, i, i, i, i, i
51) CCN(CC)c1ccc(N2C(=NC(=O)C3CC3)SC3CS(=O)(=O)CC32)cc1 (centres undefined)
  i, i, -1, i, i, i, i, i, i, i, i
52) O=C(N/N=C/c1ccc(Cl)cc1)c1n[nH]c2c1CCCC2
  i, i, 4, i, i, i, i, i, i, i, i
53) N#Cc1c(NC(=O)COC(=O)C2CC3C=CC2C3)oc(-c2ccccc2)c1-c1ccccc1 (centres undefined)
  i, i, -18, i, 10*, i, i, i, i, i, i
54) CCSc1cnn(-c2ccccc2)c(=O)c1SCC
  i, i, -8, i, i, i, i, i, i, i, i
55) CC(=O)Nc1cc[n+](CC(=O)c2ccc(Cl)cc2)cc1
  i, i, 1, i, i, i, i, i, i, i, i
56) O=C1C(=O)N(CCN2CCOCC2)C(c2ccccn2)/C1=C(/O)c1ccc(F)cc1 (centres undefined)
  i, i, -5, i, i, i, i, i, i, i, i
57) Cc1ccc(NC(=O)CN(C)C(=O)c2ccc(-n3cncn3)c([N+](=O)[O-])c2)cc1
  i, i, -9, i, i, i, i, i, i, i, i
58) CCC(C)NS(=O)(=O)c1ccc(NC(=O)C2CCN(C(=O)c3ccco3)CC2)cc1 (centres undefined)
  i, i, -4, i, i, i, i, i, i, i, i
59) CCn1c(SCc2nc3ccccc3[nH]2)nnc1-c1ccccc1OC
  i, i, -8, i, i, i, i, i, i, i, i
60) Cn1ccnc1SCC(=O)Nc1cc(S(=O)(=O)N2CCOCC2)ccc1Cl
  i, i, -6, i, i, i, i, i, i, i, i

(continued)
Each structure is followed by: KCNK3 block, MrgX1 PAM, hERG rescue, ANO1 block, KCNQ1 block, TMEM16A act, KCNK9 inh, MrgX1 agonist, KCNQ1 pot, RGS4 block, RGS4 act
61) CCC1Nc2ncnc(N3CCN(c4ccccc4)CC3)c2N(Cc2ccc(C)cc2)C1=O (centres undefined)
  i, i, -8, i, i, i, i, i, i, i, i
62) COc1ccc(S(=O)(=O)Nc2ccc3ccccc3c2)cc1C
  i, i, -8, i, i, i, i, i, i, i, i
63) CC(=O)N1N=C(c2ccccc2)OC1(C)CC(=O)Nc1ccccc1 (centres undefined)
  i, i, -9, i, i, i, i, i, i, i, i
64) N#CC(C(=O)O)=C1CCCC1
  i, i, -10, i, i, i, i, i, i, i, i
